GASC1 inh: KDM4C (human) demethylase inhibition; inhibition, % at 12.5 µM; hit rate 0.15% among 96,000; Q9H3R0; GST-KDM4C 2-372, H3K9me3 peptide, LANCE TR-FRET;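 active = mean replicate inhibition above about 25%, with at least 55% of replicates also reaching it, limit read from the data, passing the limit was not always enough; inconclusive = only one of those two conditions met; inactive = neither condition met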
Target sequence (Q9H3R0 2-372 limits assumed): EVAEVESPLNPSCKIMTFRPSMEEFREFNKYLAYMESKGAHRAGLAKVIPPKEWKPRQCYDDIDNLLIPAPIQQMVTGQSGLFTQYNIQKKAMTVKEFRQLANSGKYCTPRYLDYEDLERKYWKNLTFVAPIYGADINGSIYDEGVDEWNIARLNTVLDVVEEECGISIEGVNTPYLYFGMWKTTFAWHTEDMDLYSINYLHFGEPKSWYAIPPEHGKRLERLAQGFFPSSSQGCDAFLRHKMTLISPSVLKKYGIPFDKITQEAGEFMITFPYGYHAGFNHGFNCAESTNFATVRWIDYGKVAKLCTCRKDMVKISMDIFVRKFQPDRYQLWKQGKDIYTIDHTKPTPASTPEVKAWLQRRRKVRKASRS
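System: N-terminal GST-fused human GASC-1 (KDM4C) fragment, residues 2-372; amount: enzyme final amount 10 nM; incubation: reaction 30 min RT, detection step 1 h RT; medium: HEPES buffer, pH 7.5, plus ascorbate; technique: LANCE TR-FRET, Eu antibody, ULight-streptavidin, EDTA, ex 340 nm, em 618/671 nm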
C diff growth: inhibitors of Clostridium difficile growth; growth activity, negative = inhibition, % at 16 µg/mL (by protocol); hit rate 0.25% among 86,000; Clostridium difficile clinical isolate growth, OD600, 24 h; active compounds read low;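 active = mean growth activity at or below -80% and every replicate also at or below -80%; inconclusive = mean at or below -80% but some replicate above -80%; inactive = mean growth activity above -80%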;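 also: 0% = DMSO wells and -100% = levofloxacin 16 µg/mL wells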
T cruzi growth: inhibitors of T. cruzi proliferation; T. cruzi beta-gal in NIH3T3, GalScreen luminescence, 90 h; inhibition, % at 8.34 µM; hit rate 5.9% among 77,000; AID 624255;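 active = mean inhibition above about 93%, with at least 55% of replicates each passing it, limit read from the data, passing the limit was not always enough; inconclusive = only one of those two conditions holds; inactive = neither condition holds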
Pf Dd2 growth: P. falciparum Dd2 growth inhibition; SYBR Green, 72 h; active compounds read low; hit rate 2.3% among 94,000; activity change, % at 10 µM; in the data active = activity change below about -80%; inconclusive = no clear call, values can overlap the other calls
The depositor's hits bear a star; ? = inconclusive; / = no result given; & = joins results of further samples. Random draw from the library. About 7% of those tested had a hit in this group.

Values run as follows: GASC1 inh | C diff growth | T cruzi growth | Pf Dd2 growth
1. O=C(CN1CCOCC1)NCC[C@@H]1CC[C@H](NC(=O)Nc2ccccc2)[C@H](CO)O1
 : -0.8 | -2.8 | 26.1 | -11.8
2. C[C@@H]1CN([C@@H](C)CO)C(=O)Cc2cc(NC(=O)Nc3ccc(C(F)(F)F)cc3)ccc2O[C@H]1CN(C)Cc1ccc(C(=O)O)cc1
 : -0.2 | 4.7 | -3.6 | -28.0
3. O=C(C[C@H]1CC[C@H]2[C@@H](COC[C@H](O)CN2CC2CCCC2)O1)NCC1CC1
 : 0.6 | -7.7 | / | -8.8
4. COc1ccccc1CNC(=O)C[C@H]1C=C[C@@H](NC(C)=O)[C@H](CO)O1
 : 0.5 | 7.7 | 20.7 | 16.9
5. Cc1ccc(-c2ccc3c(c2)O[C@@H](CN(C)Cc2cncnc2)[C@@H](C)CN([C@H](C)CO)S3(=O)=O)cc1
 : 8.4 | -6.7 | / | 26.6
6. C/C=C/c1ccc2c(c1)O[C@@H](CN(C)Cc1ccc(F)cc1)[C@H](C)CN([C@H](C)CO)S2(=O)=O
 : 0.4 | 25.3 | 118.7* | -51.9
7. O=C(C[C@@H]1CC[C@H]2[C@@H](COC[C@H](O)CN2C(=O)Nc2cccc(Cl)c2)O1)NCC1CCCCC1
 : 0.5 | 1.9 | 18.4 | 0.3
8. COc1ccc(S(=O)(=O)Nc2ccc3c(c2)C(=O)N([C@@H](C)CO)C[C@H](C)[C@@H](CN(C)Cc2ccc(Cl)c(Cl)c2)O3)cc1
 : 0.2 | -1.3 | 15.5 | 10.9
9. O=C(C[C@@H]1CC[C@@H]2[C@H](COC[C@H](O)CN2C(=O)c2ccncc2)O1)NCc1cc(F)cc(F)c1
 : -0.7 | / | -26.6 | 1.9
10. C[C@@H]1CN([C@H](C)CO)C(=O)Cc2cc(NS(C)(=O)=O)ccc2O[C@H]1CN(C)Cc1ccc2c(c1)OCO2
 : 0.3 | 1.0 | -9.1 | 7.0
11. C[C@@H]1CCCCO[C@@H](CN(C)S(=O)(=O)c2cccs2)[C@H](C)CN([C@@H](C)CO)C(=O)c2cc(NC(=O)c3ccccc3)ccc2O1
 : -3.3 | 4.2 | 72.1 | -57.1
12. COCC(=O)N1C[C@H](C)[C@H](OC)CN(C)C(=O)c2ccc(NC(=O)c3cc(C)on3)cc2OC[C@H]1C
 : 0.4 | / | -12.7 | -13.2
13. Cc1ccccc1S(=O)(=O)N1C[C@@H](O)COC[C@@H]2O[C@@H](CC(=O)N3CCN(C)CC3)CC[C@H]21
 : -0.2 | -3.2&-11.5 | 47.3 | /
14. CCCN(C)C[C@H]1OCCCC[C@@H](C)Oc2ccc(NS(=O)(=O)c3c(C)noc3C)cc2C(=O)N([C@@H](C)CO)C[C@H]1C
 : -1.0 | -1.8 | / | -85.3*
15. CC(C)NC(=O)N(C)C[C@@H]1Oc2ccc(NS(=O)(=O)c3ccc(F)cc3)cc2C(=O)N([C@@H](C)CO)C[C@@H]1C
 : -0.3 | 3.6 | 7.7 | 50.2
16. O=C(NC1CCCC1)N1CC(=O)N2[C@H](CO)[C@@H](c3ccc(-c4cccc(F)c4)cc3)[C@H]2C1
 : -0.2 | 11.6 | / | 16.5
17. CC(=O)N(C)C[C@H]1Oc2cc(C#CCN(C)C)ccc2S(=O)(=O)N([C@H](C)CO)C[C@@H]1C
 : 0.2 | 0.2 | ? | 21.1
18. CC(=O)N[C@@H]1C=C[C@@H](CC(=O)NCc2ccc(Cl)cc2)O[C@H]1CO
 : -1.8 | 1.4 | -9.8 | 9.2
19. CC(C)NC(=O)N(C)C[C@H]1Oc2ncc(C#CC3CCCCC3)cc2C(=O)N([C@@H](C)CO)C[C@@H]1C
 : 3.1 | -5.1 | 15.8 | -42.3
20. COc1ccc(NC(=O)Nc2ccc3c(c2)[C@H]2C[C@H](CC(=O)N4CCc5ccccc5C4)O[C@@H](CO)[C@H]2O3)cc1
 : 2.0 | -0.3 | -19.3 | -17.1
21. CCCNC(=O)N1C[C@H](O)COC[C@@H]2O[C@@H](CC(=O)NCCCN3CCOCC3)CC[C@H]21
 : 0.8 | 2.4&-4.0 | 54.1 | 24.8
22. C[C@H]1CN([C@@H](C)CO)C(=O)CCCn2cc(nn2)CO[C@@H]1CN(C)S(=O)(=O)c1ccc(Oc2ccccc2)cc1
 : 0.1 | 7.3 | 0.7&-14.4 | -20.2&-16.2
23. COc1ccc(NC(=O)Nc2ccc3c(c2)CC(=O)N([C@@H](C)CO)C[C@H](C)[C@@H](CN(C)Cc2ccncc2)O3)cc1
 : 1.2 | 1.5&-2.2 | / | -3.2
24. CO[C@H]1CN(C)C(=O)c2ccc(NS(C)(=O)=O)cc2OC[C@H](C)N(C(=O)C2CCOCC2)C[C@H]1C
 : -2.0 | / | 16.2 | 0.1
25. O=C(C[C@@H]1CC[C@@H]2[C@H](COC[C@@H](O)CN2Cc2ccccc2)O1)NCc1ccccc1Cl
 : 0.9 | / | 99.8* | -7.2
26. COc1ccc(C(=O)Nc2ccc3c(c2)C(=O)N(C)C[C@H](OC)[C@H](C)CN[C@H](C)CO3)cc1
 : 0.3 | / | -53.1 | 16.1
27. CC(=O)N(C)C[C@H]1Oc2ncc(-c3ccc(F)cc3)cc2C(=O)N([C@@H](C)CO)C[C@H]1C
 : 0.5 | 2.2 | -15.2 | 38.2
28. O=C(C[C@@H]1CC[C@H](NC(=O)c2ccncc2)[C@@H](CO)O1)Nc1ccc(-c2ccccc2)cc1
 : -0.3 | -20.8 | / | 4.1
29. C[C@@H]1CN([C@@H](C)CO)S(=O)(=O)c2ccc(C#CC3CC3)cc2O[C@H]1CN(C)Cc1ccccc1F
 : 14.8 | 15.5 | 101.3* | -37.9
30. C[C@@H]1CCCCO[C@H](CN(C)C(=O)Nc2ccc(C(F)(F)F)cc2)[C@H](C)CN([C@@H](C)CO)C(=O)c2cc(NC(=O)Nc3ccccc3)ccc2O1
 : -1.3 | -0.4 | / | -81.6*
31. COc1ccc(NC(=O)N(C)C[C@H]2Oc3cc(-c4cccc(C(=O)N(C)C)c4)ccc3S(=O)(=O)N([C@H](C)CO)C[C@H]2C)cc1
 : 4.2 | -0.2 | / | 14.2
32. C[C@@H]1CN([C@@H](C)CO)C(=O)c2cc(NC(=O)Nc3ccccc3)ccc2O[C@@H]1CN(C)S(C)(=O)=O
 : -1.3 | 2.4 | 14.8 | 5.4
33. Cc1noc(C)c1S(=O)(=O)Nc1cccc2c1O[C@H](CN(C)S(=O)(=O)c1cccs1)[C@H](C)CN([C@H](C)CO)C2=O
 : -1.8 | -13.3 | -7.5 | 32.7
34. COc1ccc(-c2ccc3c(c2)[C@@H]2[C@@H](CCN2S(=O)(=O)c2ccc(F)cc2)[C@@H](CO)N3C)cc1
 : 7.3 | -7.1 | / | -34.5
35. C[C@H](CO)N1C[C@H](C)[C@H](CN(C)S(=O)(=O)c2ccc(F)cc2)Oc2ccc(NC(=O)Cc3ccccc3)cc2CC1=O
 : 0.0 | 4.2 | 43.3 | -48.7
36. CN(C)CC(=O)Nc1ccc2c(c1)[C@@H]1C[C@H](CC(=O)NCC3CC3)O[C@H](CO)[C@@H]1O2
 : 1.9 | 0.1 | 16.5 | 10.3
37. Cn1cnc(S(=O)(=O)N2CCCCN3[C@H](CO)[C@H](c4ccc(-c5ccccc5)cc4)[C@@H]3C2)c1
 : -1.2 | 6.3 | 55.2 | 29.0
38. CCC(=O)N1[C@H](CO)[C@@H]2c3ccccc3N(C(=O)c3cccc(OC)c3)C[C@@H]21
 : -1.3 | 1.0 | 6.9 | 13.8
39. C[C@H](C(=O)N(C)C[C@H]1OCc2ccccc2-c2c(n(C)c3ccccc23)C(=O)N([C@@H](C)CO)C[C@H]1C)c1ccccc1
 : -1.8 | 0.4 | / | -78.4
40. CC(=O)N1[C@H](CO)[C@H](c2ccccc2)[C@@H]1CN(CC(C)C)C(=O)c1ccccn1
 : 8.6 | -5.3 | -15.0 | -8.9

Entries listed so far containing a thiophene ring, fused or not, in the order listed:
Values run as follows: GASC1 inh | C diff growth | T cruzi growth | Pf Dd2 growth
11. C[C@@H]1CCCCO[C@@H](CN(C)S(=O)(=O)c2cccs2)[C@H](C)CN([C@@H](C)CO)C(=O)c2cc(NC(=O)c3ccccc3)ccc2O1
 : -3.3 | 4.2 | 72.1 | -57.1
33. Cc1noc(C)c1S(=O)(=O)Nc1cccc2c1O[C@H](CN(C)S(=O)(=O)c1cccs1)[C@H](C)CN([C@H](C)CO)C2=O
 : -1.8 | -13.3 | -7.5 | 32.7

Going on with the list.
Values run as follows: GASC1 inh | C diff growth | T cruzi growth | Pf Dd2 growth
41. O=C(c1cccnc1)N1C[C@H]2[C@@H](c3ccccc31)[C@@H](CO)N2C(=O)C1CCOCC1
 : 1.4 | 0.6 | 28.1 | -23.3
42. C[C@@H]1CN([C@@H](C)CO)C(=O)c2cc(NS(=O)(=O)c3cn(C)cn3)ccc2O[C@@H](C)CCCCO[C@H]1CN(C)Cc1ccc(C(F)(F)F)cc1
 : 1.9 | -2.5 | 10.6 | -34.5
43. C[C@H](CO)N1C[C@H](C)[C@@H](CN(C)C)OCCCC[C@H](C)Oc2ccc(NS(=O)(=O)c3ccccc3)cc2C1=O
 : 1.0 | -1.0 | 35.9 | -11.6
44. O=C(C[C@H]1C=C[C@H](NC(=O)c2ccc(F)cc2)[C@@H](CO)O1)NCCc1ccncc1
 : -0.6 | / | -34.2 | 1.5
45. CO[C@@H](C(=O)N(C)C[C@H]1OCc2ccccc2-c2c(n(C)c3ccccc23)C(=O)N([C@@H](C)CO)C[C@@H]1C)c1ccccc1
 : -1.3 | -5.3 | 17.4 | -41.9
46. C[C@H](C(=O)N(C)C[C@H]1OCc2ccccc2-c2ccccc2C(=O)N([C@@H](C)CO)C[C@H]1C)c1ccccc1
 : -0.1 | -1.7 | -50.5 | -16.7
47. CO[C@@H]1CN(C)C(=O)c2cc(NC(=O)Nc3cccc(F)c3)ccc2OC[C@@H](C)N(C(=O)C2CC2)C[C@@H]1C
 : -0.8 | -11.7 | -29.2 | -3.0
48. C[C@H]1CN([C@@H](C)CO)C(=O)Cc2cc(NC(=O)Nc3cccc4ccccc34)ccc2O[C@H]1CN(C)Cc1ccc(-c2ccccc2)cc1
 : -2.9 | 8.9 | 86.9 | -74.7
49. C[C@H]1CN([C@@H](C)CO)C(=O)c2cc(C#Cc3ccccc3)cnc2O[C@H]1CN(C)C(=O)CCN1CCCCC1
 : -2.2 | 5.8 | 10.4 | -40.3
50. COCC(=O)Nc1ccc2c(c1)OC[C@@H](C)N(Cc1ccccc1F)C[C@H](C)[C@H](OC)CN(C)C2=O
 : 3.3 | 0.7 | 5.9 | -11.5
51. C[C@H]1CCCCO[C@H](CN(C)C(=O)Nc2cccc3ccccc23)[C@@H](C)CN([C@@H](C)CO)C(=O)c2cc(NS(=O)(=O)c3ccc(Cl)cc3)ccc2O1
 : -0.1 | -12.3 | ? | -65.9
52. C[C@H]1CN([C@@H](C)CO)S(=O)(=O)c2ccc(C#CC3(O)CCCC3)cc2O[C@@H]1CN(C)C(=O)c1cccnc1
 : 0.7 | -0.2 | -12.4 | -14.6
53. Cc1noc(C)c1S(=O)(=O)Nc1ccc2c(c1)C(=O)N([C@@H](C)CO)C[C@@H](C)[C@H](CN(C)S(=O)(=O)c1cn(C)cn1)O2
 : 1.4 | 0.2 | 10.1 | 4.0
54. O=C(C[C@@H]1C[C@@H]2c3cc(NC(=O)NC4CCCCC4)ccc3O[C@@H]2[C@@H](CO)O1)NC1CCCC1
 : -3.7 | -2.2 | / | 9.4
55. COc1ccc(S(=O)(=O)N(C)C[C@@H]2Oc3ccc(NS(=O)(=O)c4ccc(Cl)cc4)cc3CC(=O)N([C@@H](C)CO)C[C@@H]2C)cc1
 : -1.4 | -4.6 | 23.4 | -82.5*
56. COc1ccc(S(=O)(=O)Nc2ccc3c(c2)[C@@H]2C[C@@H](CC(=O)O)O[C@@H](CO)[C@@H]2O3)cc1
 : 0.8 | -0.3 | -28.6 | 21.2
57. CO[C@H]1CN(C)C(=O)c2ccc(NC(=O)C3CC3)cc2OC[C@@H](C)N(C(=O)c2cccnc2)C[C@@H]1C
 : -0.4 | / | 108.6* | -0.9
58. COCC(=O)NC[C@@H]1[C@@H](c2ccc(C3=CCCC3)cc2)[C@@H](CO)N1C(=O)C1CC1
 : 1.0 | -5.7 | 71.5 | 2.5
59. CC(C)C#Cc1ccc2c(c1)O[C@H](CN(C)C(=O)C1CCCCC1)[C@@H](C)CN([C@H](C)CO)S2(=O)=O
 : -3.0 | 19.4 | 67.9 | -57.5
60. C[C@@H]1CN([C@H](C)CO)C(=O)c2cc(NC(=O)CCCN(C)C)ccc2O[C@@H]1CN(C)Cc1ccc(Oc2ccccc2)cc1
 : 2.2 | -4.2 | -122.8 | 6.3
61. C[C@@H]1CN([C@@H](C)CO)C(=O)c2cccc(NC(=O)c3cnccn3)c2O[C@@H]1CN(C)Cc1ccc(-c2ccccc2)cc1
 : 1.3 | 9.0 | 36.3 | -86.9*
62. C[C@@H]1CN([C@H](C)CO)C(=O)c2cc(NC(=O)Cn3cnnn3)ccc2O[C@H]1CN(C)S(=O)(=O)c1ccc(F)cc1
 : -0.5 | -9.2 | 20.1 | -3.1
